M1 antag: blocks human M1 muscarinic receptor; 1.3% of 360,000 active; P11229; AID 588852; inhibition, % at 3 µM; CHO-K1 hM1, Fluo-8 calcium fluorescence, ACh EC80 antagonist;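 active = percent inhibition above its own plate's cutoff, namely the mean of that plate's compound wells plus 3 SD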;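 note: peak over basal fluorescence ratio during 140 s after agonist addition; 0% = ACh EC80 plus DMSO and 100% = DMSO alone without agonist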
Target sequence (P11229 whole entry, looked up): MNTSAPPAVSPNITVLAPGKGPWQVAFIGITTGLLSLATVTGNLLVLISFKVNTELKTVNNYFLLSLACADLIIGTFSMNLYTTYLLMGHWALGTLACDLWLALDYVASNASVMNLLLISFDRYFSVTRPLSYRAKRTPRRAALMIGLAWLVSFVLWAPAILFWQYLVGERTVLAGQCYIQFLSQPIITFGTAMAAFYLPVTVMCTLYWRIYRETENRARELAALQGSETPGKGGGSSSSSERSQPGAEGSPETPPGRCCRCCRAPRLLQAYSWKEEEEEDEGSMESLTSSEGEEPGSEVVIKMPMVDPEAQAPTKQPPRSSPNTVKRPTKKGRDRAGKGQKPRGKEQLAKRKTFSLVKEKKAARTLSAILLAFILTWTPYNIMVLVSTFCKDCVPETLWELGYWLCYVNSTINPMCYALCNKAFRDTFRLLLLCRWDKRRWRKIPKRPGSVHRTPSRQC
M4 ag: agonists of human muscarinic M4 receptor (CHRM4) | AID 624127 | 0.14% of 360,000 active | CHO-K1 hM4/Gqi5, Fluo-8 calcium fluorescence; vehicle 0%, full acetylcholine response 100% | P08173 | activation, % at 3 µM;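 active = activation above the run mean over all test wells plus 3 SD, cut at about 32% in these data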;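 note: peak over basal fluorescence ratio per well then scaled between controls; 0% = DMSO wells and 100% = acetylcholine at EC100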
CHRM1 agonist: agonists of human M1 muscarinic receptor; CHO-K1 hM1, Fluo-8 calcium fluorescence, agonist mode; 0% DMSO, 100% acetylcholine EC100; activation, % at 3 µM; 0.33% of 360,000 active; AID 588814;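 active = activation above the run's mean compound activation plus 3 SD, cut at about 16% in these data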;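 note: peak over basal fluorescence ratio within a 140 s kinetic read after compound addition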
OXTR potentiator: potentiators of human oxytocin receptor; CHO-OTR cells, Fluo-8 calcium fluorescence, potentiator mode; 0% = oxytocin EC15, 100% = EC100; activation, % at 3 µM; 0.061% of 320,000 active; AID 2445;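 active = activation above that plate's cutoff, the mean activation of tested compounds plus 3 SD, cut at about 6.6% in these data, passing the limit was not always enough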;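 note: 100% uses oxytocin at 75 nM as the full agonist control; some results filed as inactive read as strong as hits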
Target sequence (P30559 whole entry, looked up): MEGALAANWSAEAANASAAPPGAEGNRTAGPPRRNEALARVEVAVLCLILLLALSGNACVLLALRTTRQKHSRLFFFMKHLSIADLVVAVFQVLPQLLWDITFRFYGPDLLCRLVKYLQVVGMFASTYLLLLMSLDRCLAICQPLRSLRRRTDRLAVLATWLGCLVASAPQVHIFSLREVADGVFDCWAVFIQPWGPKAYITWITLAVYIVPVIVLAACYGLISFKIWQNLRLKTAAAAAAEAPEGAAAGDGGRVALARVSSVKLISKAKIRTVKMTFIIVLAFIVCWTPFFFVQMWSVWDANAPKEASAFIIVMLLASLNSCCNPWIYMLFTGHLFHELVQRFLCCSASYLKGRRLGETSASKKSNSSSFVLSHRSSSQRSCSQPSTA
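Assay system: CHO cell line stably expressing human OTR | Also added: Oxytocin at about EC15, sub-maximal agonist stimulus | Times: Compound 6 min at room temperature before oxytocin, 100 s read | Measured by: Fluo-8 intracellular calcium fluorescence, ex 470-495, em 515-575 nm | Controls: EC15 oxytocin alone as 0%, 75 nM oxytocin as 100%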
CHO-K1 Ca antag: M1 antagonist counterscreen hit in parental CHO-K1 cells | ATP-induced calcium, Fluo-8 fluorescence | inhibition, % at 3 µM | 0.6% of 360,000 active | AID 602250;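 active = inhibition above a per-plate cutoff, the plate's mean sample inhibition plus 3 SD, cut at about 24% in these data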;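 note: 0% = DMSO plus EC80 ATP and 100% = DMSO alone without ATP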
CHRM4 antagonist: antagonists of human muscarinic M4 receptor (CHRM4); P08173; CHO-hM4 cells, ACh EC80, Fluo-8 calcium fluorescence; inhibition, % at 3 µM; 0.73% of 360,000 active;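 active = inhibition above its plate's cutoff, the mean inhibition of sample wells plus 3 SD, cut at about 27% in these data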;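 note: 0% = acetylcholine EC80 with DMSO and 100% = DMSO without agonist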
CHO-K1 Ca ag: counter-screen for M1 agonists: effect in parental CHO-K1 cells | Fluo-8 calcium fluorescence; scaled to maximal ATP response, vehicle zero | 0.48% of 360,000 active | activation, % at 3 µM; in the data active = activation above about 15%;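 note: untransfected CHO-K1 host cells lacking M1 receptor as counterscreen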
M1 PAM: human CHRM1 positive allosteric modulation | CHO-K1 hM1, Fluo-8 calcium fluorescence, ACh EC20; 0% = ACh EC20, 100% = maximal ACh | P11229 | activation, % at 3 µM | 0.088% of 360,000 active; in the data active = activation above about 19%, passing the limit was not always enough
CHO parental Ca: counter-screen: ATP calcium response change in parental CHO cells; parental CHO-K1, ATP-induced calcium, Fluo-8 fluorescence; inhibition, % at 5.6 µM; 0.63% of 330,000 active;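 active = inhibition above that plate's mean sample inhibition plus 3 SD, cut at about 26% in these data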;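 note: 0% = ATP-challenged DMSO wells and 100% = DMSO wells without ATP; some compounds past the cut are filed as inactive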
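Test system: parental CHO cells; detection: calcium-sensitive Fluo-8 fluorescence; evaluation: percent inhibition of calcium signal; also added: ATP as calcium-mobilizing challenge; repeats: one well per compound; control set: ATP-challenged DMSO wells low, unchallenged DMSO wells high; compound: single nominal dose of 5.6 µM per compound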
Numbers without * were called inactive; · = not tested or not shown.

SMILES	M1 antag	M4 ag	CHRM1 agonist	OXTR potentiator	CHO-K1 Ca antag	CHRM4 antagonist	CHO-K1 Ca ag	M1 PAM	CHO parental Ca
CC(OC(=O)/C(C#N)=C/c1ccc(N(C)C)cc1)C(=O)NCc1ccco1 (stereo not given)	3	7	4	-10	8	3	2.6	-1	2
COc1cccc(C2CC(C(F)(F)F)n3ncc(C(=O)NCc4ccco4)c3N2)c1 (stereo not given)	16	1	-2	-10	-1	11	0.2	-1	-20
O=C(Nc1ccc(C2=NCCN2)cc1)c1ccc(C(=O)Nc2ccc(C3=NCCN3)cc2)c([N+](=O)[O-])c1	-7	1	-4	-4	-3	1	1.3	6	-17
CCOC(=O)C1CCN(C(=O)Cn2cnc3sc(C)c(S(=O)(=O)N4CCOCC4)c3c2=O)CC1	-11	2	-5	2	-19	-10	0.1	4	-10
Clc1ccc(N2CCN(/N=C/c3ccncc3)CC2)cc1	2	8	-2	-15	-4	-5	8.2	-6	0
CC1(C)Cc2cccc(Oc3cc(NN4CCCCC4)c([N+](=O)[O-])cc3[N+](=O)[O-])c2O1	-4	0	0	-7	5	-5	0.0	8	-9
CCN(CC)S(=O)(=O)c1ccc2c(c1)CC(C(=O)N1CCCC1)N2C(C)=O (stereo not given)	-17	1	-1	-13	-11	2	0.7	7	-10
C=CCn1cnc2c(nnn2-c2ccc(C)c(C)c2)c1=O	-16	0	-4	-20	-10	9	1.1	11	-17
CCOc1ccc(CN2CCN(C3CCSCC3)CC2CCO)cc1 (stereo not given)	-9	1	-13	1	-8	-1	-0.2	6	4
CC(OC(=O)C1CC(=O)N(Cc2ccccc2)C1)C(=O)Nc1cccc(C#N)c1 (stereo not given)	-10	6	-5	-1	-11	-15	2.3	6	-21
O=C(CSC1=NCCN1)NC12CC3CC(CC(C3)C1)C2	-10	2	-3	-10	-4	-8	0.5	4	-7
CCCc1nn(C)c2c1C(c1cccnc1)C(C#N)=C(N)O2 (stereo not given)	-6	1	-3	5	-18	-9	0.0	4	0
COc1cc(OC)cc(C(=O)NC2CCSc3ccccc32)c1 (stereo not given)	-12	1	-5	-7	5	0	1.1	7	-6
Cc1nc(-c2ccccc2)cs1	3	1	-5	-4	-16	4	0.9	2	-3
O=C(NCC1CCCO1)c1ccc2c(c1)OCO2 (stereo not given)	-32	0	3	-5	-4	0	0.0	15	-3
Cc1nc(Nc2ccc(S(=O)(=O)N3CCCCC3C)cc2)c2nnn(Cc3ccccc3)c2n1 (stereo not given)	6	0	0	0	15	-2	-0.1	-2	-20
O=C(c1cc(Cl)nc2ccccc12)N(Cc1nnc(-c2ccc(Cl)cc2)o1)C1CC1	-7	8	-6	4	-1	-14	1.9	5	-19
CCc1ccc(C(=O)Cc2cc3cccc(OC)c3oc2=O)cc1	-17	7	-2	-13	1	-1	1.6	9	-9
CC(C)[C@H](NC(=O)c1ccco1)C(=O)OCC(=O)N1CC(=O)Nc2ccccc21	-2	1	-2	-1	-8	-8	0.8	7	-2
COc1cc(C(=O)OCCCOC(=O)c2cc(OC)c(OC)c(OC)c2)cc(OC)c1OC	3	3	-4	1	2	7	0.6	0	-26
O=C(NCc1ccccc1)c1ccc(Cl)c(NC2=NC3CS(=O)(=O)CC3S2)c1 (stereo not given)	9	6	-1	-1	10	-9	0.8	-2	-1
O=S1(=O)CCN(Cc2ccccc2Cl)CC1	-10	·	-3	-14	-1	-1	0.9	7	5
CCOC(=O)c1sc2ccccc2c1OC(=O)c1ccccc1	-8	0	-3	3	-8	0	0.7	0	-18
COc1ccc(C(=O)Nc2ccc(OC)c(OC)c2)cc1	-6	0	-7	-3	-11	7	1.0	3	3
CSc1ccc(NC(=O)N2CCN(c3nc4ccccc4s3)CC2)cc1	0	6	-3	-10	0	5	3.4	1	-5
CC(C)CCCN1C(Nc2ccccc2)=NC[C@@H]1CC(C)C	13	6	-8	1	-6	6	2.7	-9	-20
O=C(N/N=C\c1c(O)ccc2ccccc12)c1ccc(S(=O)(=O)N2CCCCC2)cc1	-9	1	-3	-11	-11	1	1.9	3	-10
Cc1ccc(CSCCNC(=O)/C=C/c2ccccc2Cl)cc1	-2	0	-4	-8	-2	3	0.3	-4	-25
Cc1cc(C)cc(NC(=S)N2CCC(C(=O)c3ccc(F)cc3)CC2)c1	-14	2	-2	·	-10	-21	0.3	4	·
COc1ccc2nc(SCC(=O)NC3CC3)c(C#N)cc2c1	-8	2	-2	-2	-14	-8	5.9	5	0
COc1ccc(/C=C(/NC(=O)c2ccc(Br)cc2)C(=O)N2CCOCC2)cc1	3	2	-2	-12	-12	-11	1.4	2	0
CCCCCC(=O)NCc1c(C(F)(F)F)nn(C)c1N1CCOCC1	6	1	-4	-21	-9	6	-0.1	-10	-10
CC(C)(C)[C@H]1C=C(C(N)=O)O[C@@H](OCCCCO)C1	-16	1	-1	3	-12	-5	-0.3	5	-4
Cc1cc(NC(=O)C2CC(c3ccc(F)cc3)=NO2)n(-c2ccccc2)n1 (stereo not given)	-18	2	0	-8	-5	-9	0.1	6	-9
Cc1cc(NC(=O)NC(=O)c2ccccc2NC(=O)C(C)N)ccc1Oc1ncc(Br)cn1 (stereo not given)	-8	0	10	·	-15	-11	2.6	5	·
O=C(/C=C/c1ccco1)Nc1cccnc1Cl	-15	0	-1	-14	12	-5	-0.3	14	-13
COc1ccccc1C(=O)COC(=O)C1(C)CC1(Cl)Cl (stereo not given)	-4	1	-4	-6	-1	-6	0.9	-2	-24
N#Cc1ccc2ccn(CC(=O)N3CCCc4ccccc43)c2c1	2	0	-7	-10	-3	5	0.3	2	0
Cc1c(O)nc(SCC(=O)Nc2ccc3c4c(cccc24)CC3)n(-c2ccccc2)c1=O	3	2	-5	-9	-14	11	0.2	1	-6
COc1ccc(C2C(C(C)=O)=C(O)C(=O)N2c2ccc(Br)cn2)cc1 (stereo not given)	-30	0	-1	-6	-6	3	1.9	8	-12
CCOc1ccc(C(=O)NC(C)C2COc3ccccc3O2)cc1 (stereo not given)	10	0	-10	-5	-8	9	1.1	-3	-28
CCOC(=O)C1(Cc2cccc(Cl)c2)CCCN(C(=O)c2ccc(C)nc2)C1 (stereo not given)	-4	4	-6	-20	-2	0	1.5	2	-16
CCOc1ccccc1NC(=O)CCC(=O)O	-4	0	-3	-1	-2	2	0.4	4	-5
Cc1[nH]n(-c2ccccc2)c(=O)c1C(C[N+](=O)[O-])c1ccc(Cl)cc1 (stereo not given)	-7	7	-3	-4	-9	-5	2.8	-8	-18
COc1ccccc1-n1c(SCC(=O)O)nc2c(sc(=S)n2-c2ccc(C)c(C)c2)c1=O	10	-1	-3	-6	-6	6	0.6	-3	6
Cc1cc(C(=O)CN2C(=O)c3ccccc3S2(=O)=O)c(C)n1-c1ccccc1	9	1	-5	-4	1	2	1.1	-6	-5
CC(C)CCNC(=O)CN(C(=O)CCC(=O)Nc1ccccn1)c1ccc2c(c1)OCO2	-30	1	-3	-10	-8	-12	-0.1	6	-13
C/C(=C1/SC(N2CCCC2)=NC1=O)c1ccc(Br)cc1	-3	-2	-2	-4	-12	13	0.8	7	-18
Cc1c(C(=O)O)[nH]c2c1C(=O)CC(c1ccc(C(C)(C)C)cc1)C2 (stereo not given)	2	0	-4	-4	1	7	0.5	-1	2
O=C(NCCc1ccc2c(c1)OCCO2)c1cc(S(=O)(=O)N2CCCC2)ccc1Cl	-10	5	-6	·	-5	-26	2.8	2	·
C/C=C/c1ccc(OCC(=O)NNC(=O)CN(C)S(=O)(=O)c2ccc(C)cc2)c(OC)c1	-1	1	-2	-7	-3	7	-0.7	-1	-29
CCCCN1CC(COCc2ccccc2)Oc2cc(Br)ccc2S1(=O)=O (stereo not given)	4	0	-4	·	-4	13	0.7	-4	·
Cc1c(Cl)c([N+](=O)[O-])nn1CCCC(=O)Nc1cccnc1	-18	0	-7	-2	-1	0	0.3	14	-18
Cc1cc(NC(=O)CSc2nc(N)c(NC(=O)c3ccccc3F)c(=O)[nH]2)no1	-25	2	-1	0	-18	-4	0.5	12	2
Cc1ccc(NC(=O)CSc2nc(=O)cc(N)n2-c2ccccc2)cc1	-1	0	-3	0	7	0	0.1	-5	-10
CN1N=C(/C=C/c2ccccc2)CCC1=O	0	2	-8	3	3	-2	0.6	2	-1

By substructure, the compounds so far with an aryl methoxy group
SMILES	M1 antag	M4 ag	CHRM1 agonist	OXTR potentiator	CHO-K1 Ca antag	CHRM4 antagonist	CHO-K1 Ca ag	M1 PAM	CHO parental Ca
COc1cccc(C2CC(C(F)(F)F)n3ncc(C(=O)NCc4ccco4)c3N2)c1 (stereo not given)	16	1	-2	-10	-1	11	0.2	-1	-20
COc1cc(OC)cc(C(=O)NC2CCSc3ccccc32)c1 (stereo not given)	-12	1	-5	-7	5	0	1.1	7	-6
CCc1ccc(C(=O)Cc2cc3cccc(OC)c3oc2=O)cc1	-17	7	-2	-13	1	-1	1.6	9	-9
COc1cc(C(=O)OCCCOC(=O)c2cc(OC)c(OC)c(OC)c2)cc(OC)c1OC	3	3	-4	1	2	7	0.6	0	-26
COc1ccc(C(=O)Nc2ccc(OC)c(OC)c2)cc1	-6	0	-7	-3	-11	7	1.0	3	3
COc1ccc2nc(SCC(=O)NC3CC3)c(C#N)cc2c1	-8	2	-2	-2	-14	-8	5.9	5	0
COc1ccc(/C=C(/NC(=O)c2ccc(Br)cc2)C(=O)N2CCOCC2)cc1	3	2	-2	-12	-12	-11	1.4	2	0
COc1ccccc1C(=O)COC(=O)C1(C)CC1(Cl)Cl (stereo not given)	-4	1	-4	-6	-1	-6	0.9	-2	-24
COc1ccc(C2C(C(C)=O)=C(O)C(=O)N2c2ccc(Br)cn2)cc1 (stereo not given)	-30	0	-1	-6	-6	3	1.9	8	-12
COc1ccccc1-n1c(SCC(=O)O)nc2c(sc(=S)n2-c2ccc(C)c(C)c2)c1=O	10	-1	-3	-6	-6	6	0.6	-3	6
C/C=C/c1ccc(OCC(=O)NNC(=O)CN(C)S(=O)(=O)c2ccc(C)cc2)c(OC)c1	-1	1	-2	-7	-3	7	-0.7	-1	-29

Screening results (PubChem BioAssay)
